From PubChem
phage Ecoli inh = E. coli growth loss with phage present; inhibition, % at 11.9 µM; growth absorbance; hit rate 0.26% among 360,000; AID 651602; in the data active means inhibition above about 11%
AddAB inh = less growth of phage-infected E. coli with AddAB | E. coli expressing H. pylori AddAB, absorbance growth | inhibition, % at 11.9 µM | hit rate 0.29% among 330,000 | AID 435030; in the data active means inhibition above about 12%;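 further: 0% = vehicle wells of infected cells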
MITF act = increases MITF-driven TRPM1 promoter luciferase signal. activation, % at 12.5 µM. SK-MEL-5 TRPM1-promoter luciferase, 24 h; % of positive control, neutral wells = 0. hit rate 0.75% among 300,000. AID 588334;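 active means mean activation of at least 80% with every replicate also reaching 80%; inconclusive means mean reaches 80% but some replicate falls short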;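 further: 0% = neutral control wells and 100% = parthenolide positive control wells; values of inactives mirror those of a sister screen read the other way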
CAL PDZ FP-1 = human CAL PDZ-peptide interaction inhibition. hit rate 0.02% among 330,000. AID 504414. Q9HD26. inhibition, % at 20 µM. purified CAL PDZ, TMR-peptide fluorescence polarization, 1 h;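 active means highest replicate inhibition of at least 40%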;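 further: plate controls were DMSO neutral control wells for no effect and unlabeled competitor peptide control wells for full effect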
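material = purified tagged CAL PDZ domain construct (CerCALP) | compound dosing = 20 µM, one dose | times = 1 h at RT | measured by = fluorescence polarization from S- and P-plane intensities, G-factor corrected | read-out = inhibition from polarization loss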
E coli growth = bacterial growth inhibition, counter-screen for AddAB inhibitors | hit rate 0.27% among 330,000 | inhibition, % at 11.9 µM | E. coli V3065 growth, OD600 absorbance, 18 h | AID 449728;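 active means inhibition above the campaign's mean inhibition across all tested compounds plus 3 SD, cut at about 9.9% in these data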;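 further: uninfected addAB+ strain grown without phage in ampicillin broth; 0% = DMSO wells and 100% = ciprofloxacin 0.95 µg/ml wells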
SR-BI DiI-HDL act = SR-BI HDL lipid transfer activation; CHO ldlA[mSR-BI] cells, DiI-HDL uptake fluorescence, 3 h; 100 = double the neutral-control signal; activation, % at 12.5 µM; hit rate 0.096% among 320,000;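 active means mean replicate activation of at least 60% and every replicate at or above 60%; inconclusive means mean or all-replicate condition met, but not both; inactive means mean below 60% and not all replicates reaching 60%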;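 further: 0% = median plate neutral-control signal and 100% = twice that signal; values of inactives mirror those of a sister screen read the other way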
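Material: SR-BI-overexpressing, LDLR-lacking CHO cells | Dosing: Single compound concentration, delivered by pin transfer | Probe or stimulus: Labelled HDL, 10 µg/mL | Signal: Bottom-read cell fluorescence after medium removal, ex 550/em 595 nm | Schedule: 3 h, 37 °C | Evaluation: HDL uptake via cellular fluorescence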
Wnt bcat act = activates Wnt/beta-catenin signaling in a reporter cell assay | activation, % at 9.35 µM | AID 743398 | hit rate 1.2% among 300,000 | activator, plate reader; in the data active means activation above about 30%, passing the limit was not always enough; inconclusive means no clear call, values can overlap the other calls;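 further: 0% = neutral control wells and 100% = positive control wells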
SR-BI HDL uptake = mouse SR-BI HDL lipid transfer inhibition; hit rate 0.96% among 320,000; ldlA[mSR-BI] CHO cells, DiI-HDL uptake fluorescence, 3 h; inhibition, % at 12.5 µM; Q61009;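 active means mean replicate inhibition of at least 70% and a set share of replicates each scoring 70 or more; inconclusive means meets just one of the two criteria; inactive means fails both criteria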;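 further: 0% = median of neutral control wells and 100% = median of positive control wells; values of inactives mirror those of a sister screen read the other way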
Target sequence (Q61009 whole entry, looked up): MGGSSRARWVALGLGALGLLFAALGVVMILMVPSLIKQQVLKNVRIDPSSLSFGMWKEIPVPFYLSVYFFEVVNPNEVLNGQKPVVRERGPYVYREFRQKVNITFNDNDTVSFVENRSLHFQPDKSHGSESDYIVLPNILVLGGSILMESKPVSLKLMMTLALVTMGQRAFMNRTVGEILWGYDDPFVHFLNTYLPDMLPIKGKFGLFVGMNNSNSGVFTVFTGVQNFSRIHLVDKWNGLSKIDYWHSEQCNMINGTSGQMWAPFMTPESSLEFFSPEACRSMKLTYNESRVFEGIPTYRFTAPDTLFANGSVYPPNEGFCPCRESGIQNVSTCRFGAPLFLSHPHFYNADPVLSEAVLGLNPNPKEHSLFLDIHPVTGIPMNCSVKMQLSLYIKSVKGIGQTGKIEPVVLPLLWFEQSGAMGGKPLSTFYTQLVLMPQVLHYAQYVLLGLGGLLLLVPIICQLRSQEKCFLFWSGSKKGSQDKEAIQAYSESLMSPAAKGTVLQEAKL
Tat transport = blocks Tat-dependent protein export in E. coli; hit rate 0.036% among 340,000; AID 488895; inhibition, % at 10 µM; E. coli MC4100 TorA-mCherry Tat export, fluorescence;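 active means mean replicate inhibition at least 50% and at least half of replicates individually reaching 50%; inconclusive means only one of the two criteria met; inactive means neither criterion met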;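 further: exported cargo escapes ClpAP degradation while cytoplasmic cargo is degraded and loses fluorescence; 0% = median of neutral control wells and 100% = median of NaSCN control wells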
CAL PDZ FP-2 = inhibitors of human CAL PDZ peptide binding. Q9HD26. purified CAL PDZ, TMR-peptide fluorescence polarization, 1 h. inhibition, % at 24.9 µM. hit rate 0.92% among 300,000. AID 602252;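 active means mean inhibition of at least 30% with at least half of replicates also reaching 30%; inconclusive means no clear call, values can overlap the other calls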;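 further: 0% = DMSO neutral control and 100% = excess unlabeled competitor peptide PRC23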
Starred values were filed as active, the others as inactive; i = inactive; ? = inconclusive; / = not tested or not shown.

Compound	phage Ecoli inh	AddAB inh	MITF act	CAL PDZ FP-1	E coli growth	SR-BI DiI-HDL act	Wnt bcat act	SR-BI HDL uptake	Tat transport	CAL PDZ FP-2
CCC(CC)c1nnc(NC(=O)CCN2C(=O)c3ccccc3C2=O)s1	2.1	-0.2	-5.7	-0.8	-1.3	27.7	-2.8	-27.7	3.2	-2.1
CC(=NNC(=S)N1CCC1)c1ccccn1	40.6*	/	/	-1.1	/	1.1	-2.9	-1.1	0.4	-2.5
COc1ccc2nc(NC(=O)c3cccc(S(=O)(=O)N4CCOCC4)c3)sc2c1	1.9	-0.2	3.9	-1.9	1.3	/	0.4	/	-4.4	0.2
Cc1cc(Cl)ccc1NC(=O)CCC(=O)O	3.2	1.9	4.0	-0.7	-1.0	7.4	/	-7.4	-0.7	/
COc1cc(/C=N/n2c(-c3ccc4c(c3)NC(=O)CO4)csc2=Nc2cccc(C)c2)ccc1O	0.3	2.7	-14.7	0.7	-1.4	-82.7	-4.2	82.7*	-2.0	-0.6
COc1cc(NC(=O)Cn2cnc3c(SC)nc(N)nc32)cc(OC)c1OC	4.6	3.4	-4.5	-1.1	-0.7	-7.0	-1.6	7.0	0.7	-2.5
O=C(COC(=O)c1ccc2c(c1)OCO2)Nc1ccccc1	2.7	-1.7	4.6	-0.8	-0.5	0.9	1.5	-0.9	-8.7	-6.1
O=C(/C=C/c1ccccc1)NC(NC(=S)Nc1cccc(O)c1)C(Cl)(Cl)Cl (centres undefined)	4.7	3.4	-13.8	-2.2	2.6	0.0	/	0.0	4.3	-3.7
CCOC(=O)c1cc(C#N)c(SCC(=O)c2cc(C#N)c(SC)nc2C)nc1C	0.2	1.4	-7.4	0.5	-0.6	-51.8	-0.8	51.8	-0.5	-0.4
COCCn1c(SCC(=O)Nc2ccccc2)nc2c(oc3ccccc32)c1=O	-0.4	0.4	-14.7	-2.2	-1.9	-8.6	0.0	8.6	7.8	-2.5
CC(Sc1nc2cc(Cl)ccc2s1)C(=O)Nc1cccc(S(=O)(=O)N2CCOCC2)c1 (centres undefined)	6.6	0.1	3.9	-0.9	0.4	-19.8	-5.6	19.8	15.8	/
CCC(=O)N(CCc1ccccc1)Cc1cc2cccc(C)c2[nH]c1=O	2.1	3.5	4.7	-0.2	-2.4	8.2	-1.8	-8.2	3.6	/
O=[N+]([O-])c1ccccc1NCCNS(=O)(=O)c1ccc(Cl)cc1	3.1	0.8	-1.2	-1.7	-1.5	6.1	/	-6.1	-1.2	0.4
S=C(NCc1ccccn1)Nc1ccc(Cl)c(Cl)c1	0.7	3.4	-4.9	-0.1	-1.4	-9.1	/	9.1	-5.1	-3.2
CCOC(=O)N1CCC(N(CCOC)C(=S)Nc2cccc(SC)c2)CC1	-2.5	1.2	-8.9	-2.6	-1.7	-78.4	20.2	?	-8.6	-4.7
O=c1ccc2[n+]([O-])c3ccc(O)cc3oc-2c1	-1.2	/	-2.5	43.1*	/	17.9	-0.2	-17.9	i	71.4*
CCc1nn(CCCC(=O)NCc2ccco2)c(=O)c2cc3occc3n12	-1.0	3.6	8.4	0.1	0.3	-26.7	-2.0	26.7	6.8	/
Cc1ccc(NC(=O)CCN2C(=O)CSC2=O)c(C)c1	2.0	2.9	0.9	/	-0.3	7.1	0.3	-7.1	4.8	-2.9
CC(C)CCN(C(=O)CCCSc1nc2ccccc2[nH]1)c1c(N)n(Cc2ccccc2)c(=O)[nH]c1=O	3.5	0.4	-1.9	-2.7	0.3	-3.7	-5.0	3.7	3.1	-0.7
O=C(CSc1nc2c(c(=O)n1-c1ccc(F)cc1)SCC2)NCC1CCCO1 (centres undefined)	2.4	-0.9	9.1	-1.3	-3.5	22.3	-1.0	-22.3	3.5	1.3
COc1cccc(CN(C)C(=O)CNC(=O)c2ccc(-c3ccccc3)cc2)c1OC	1.4	1.2	-14.6	-1.8	-3.3	-43.8	-2.6	43.8	3.9	6.0
COc1ccc(OCC(=O)N2CCC(n3nccc3NC(=O)C3CC3)CC2)cc1	1.6	3.2	9.8	-2.4	0.8	19.4	2.1	-19.4	3.0	1.2
CCOC(=O)CNC(=O)C(Cc1ccccc1)NC(=O)OCc1ccccc1 (centres undefined)	2.4	5.0	-8.1	-0.9	-0.1	0.2	-1.0	-0.2	6.5	-3.6
O=C(Nc1cccc2c1C(=O)NC2=O)c1cccc(N2C(=O)CCC2=O)c1	3.8	4.2	/	-1.3	4.7	-18.0	-0.9	18.0	7.4	/
Cc1c(NC(=O)CSc2nc3ccc(Cl)cc3[nH]2)c(=O)n(-c2ccccc2)n1C	2.5	2.1	-10.3	-0.9	0.7	7.7	-0.8	-7.7	0.1	2.2
CCN(Cc1ccccc1)C(=O)c1cccc(S(=O)(=O)N2CCN(Cc3ccccc3)CC2)c1	2.4	-1.9	-8.1	-0.6	0.1	20.6	2.8	-20.6	12.8	1.9
CCN(CC)S(=O)(=O)c1ccc(N2CCOCC2)c(NC(=O)c2cccc3c(=O)c(C)c(-c4ccccc4)oc23)c1	0.9	0.4	-15.0	-0.3	0.4	19.9	5.4	-19.9	2.0	2.5
COc1ccc(C(c2c(O)cc(C)oc2=O)c2c(O)cc(C)oc2=O)cc1	4.0	0.3	-16.5	-1.4	-1.2	12.0	/	-12.0	0.8	5.8
O=C(OCc1cccc(C(F)(F)F)c1)c1cc(S(=O)(=O)N2CCOCC2)ccc1F	1.3	2.9	0.0	-2.2	2.5	-7.6	0.7	7.6	10.0	0.1
COC(=O)c1cccc(C(=O)Nc2ccc(F)cc2)n1	0.8	0.4	-21.1	-0.1	1.7	-9.4	1.0	9.4	6.9	-7.4

Continued.
Compound	phage Ecoli inh	AddAB inh	MITF act	CAL PDZ FP-1	E coli growth	SR-BI DiI-HDL act	Wnt bcat act	SR-BI HDL uptake	Tat transport	CAL PDZ FP-2
Cc1ccc(S(=O)(=O)Nc2cccc(-n3cnnn3)c2)cc1	4.0	0.9	0.3	0.1	1.2	-16.1	-1.2	16.1	-4.2	53.4*
O=c1[nH]nc(N/N=C/c2ccccc2OC(F)F)c(=O)[nH]1	1.3	0.6	-9.0	1.0	0.3	/	-1.7	/	-8.4	-3.2
COc1cccc(CNc2ccc(C)c(Cl)c2)c1	3.5	0.2	6.5	-2.2	-1.1	6.4	1.2	-6.4	-2.1	0.0
O=C1CC(c2cccc(Cl)c2)Cc2nc(N3CCN(c4ccccc4)CC3)ncc21 (centres undefined)	0.6	0.9	0.4	-2.3	-1.6	/	-2.1	/	-12.3	4.3
C=CC[n+]1ccn(-c2nc3ccccc3nc2[N-]S(=O)(=O)c2cccs2)c1	-0.8	-0.5	/	-1.7	-0.6	12.9	-1.5	-12.9	-4.8	5.1
O=C(Cn1c(=O)oc2ccccc21)N1CCCC1	1.1	-0.9	-5.4	0.2	0.2	-10.9	1.2	10.9	-2.2	-2.8
Cc1ccc(-n2c(-c3ccncc3)nnc2-c2ccco2)cc1	1.2	1.1	1.8	-0.7	-0.4	4.2	-1.1	-4.2	-3.9	-1.2
CC(C)c1cc(C(=O)O)on1	0.9	0.3	/	-1.9	-0.8	7.0	/	-7.0	2.3	1.9
CCN(CC)CC(=O)Nc1ccc2c(c1)Nc1ccccc1CC2	2.3	5.3	15.8	/	-3.6	-81.6	/	81.6*	0.1	-1.1
CCCC(=O)Oc1ccc(C2NC(=O)c3ccccc3O2)cc1 (centres undefined)	-1.1	3.3	/	0.7	-1.4	14.5	0.3	-14.5	-0.7	-1.4
CCCn1nnnc1SCC(=O)NCc1ccc(OC)cc1	2.5	1.4	-3.6	-3.1	-1.2	3.1	/	-3.1	-1.1	5.9
COc1cc(CC(=O)OCC(=O)N2CCN(C(=O)c3ccco3)CC2)cc(OC)c1OC	0.9	0.3	-5.8	-1.1	-1.1	2.1	-6.4	-2.1	-5.9	-3.7
Cc1ccc2c(c1)N(CC(=O)NCc1cccs1)C(=O)C(C)O2 (centres undefined)	2.2	1.1	-0.2	-0.9	2.1	/	2.9	-6.8	7.3	-0.8
COCCSc1nc(N)c2c3c(sc2n1)CN(C)CC3	4.6	4.2	12.7	-0.2	-0.7	7.8	4.3	-7.8	1.5	-3.3
CN(CC(=O)Nc1cccc(F)c1)C(=O)Cn1cnc2c1c(=O)n(C)c(=O)n2C	-1.2	2.7	-0.4	-2.2	-1.9	-16.9	-0.7	16.9	-5.7	-2.1
COc1ccc(NC(=O)[C@H](C)NC(N)=O)cc1S(=O)(=O)Nc1cc(C)ccc1Br	1.7	-0.4	4.5	-2.2	-0.7	-0.9	-1.0	0.9	-5.8	3.7
O=C(CCSc1ccccc1)Nc1nc2c(s1)COc1ccccc1-2	0.1	2.3	-29.9	-0.6	0.9	-2.9	-4.2	2.9	2.7	-2.1
CCN(CC)C(=S)SCC(=O)Nc1ccc(F)cc1	2.2	0.0	6.1	-3.2	-1.6	7.4	/	-7.4	-0.8	-2.2
Cc1c(C(=O)NCCCN2CCCC2=O)oc2c(Cl)cccc12	1.0	0.8	1.2	-2.6	-0.5	-10.5	-0.5	10.5	-2.1	-3.0
O=C(NC(=S)Nc1ccc(NC(=O)c2cccs2)cc1)c1ccc([N+](=O)[O-])cc1	3.3	1.5	-5.6	-1.9	-0.3	3.9	-1.6	-3.9	3.7	-2.6
O=C(COC(=O)c1ccc(-n2cnnn2)cc1)c1ccc(Br)cc1	0.1	/	42.4	-1.6	/	8.5	5.3	-8.5	9.3	-2.3
Cc1cc(NC(=O)CSc2nnc(CNC(=O)c3ccc(F)cc3)o2)no1	-0.6	-0.1	9.1	0.4	1.5	5.1	-2.1	-5.1	-7.0	-3.0
Cc1ccccc1CSc1nc2ccccc2c(=O)[nH]1	6.3	2.6	14.6	0.4	1.1	16.7	/	-16.7	-1.5	3.3
CC(C)(C)OC(=O)NCc1ccc(CNC(=O)c2[nH]cnc2C(=O)NCC(=O)OCc2ccccc2)cc1	-0.6	2.8	6.4	-0.9	0.7	-12.5	-5.5	12.5	10.8	0.9
Cc1csc(NC(=O)CSc2nnc(NC(=O)COc3ccc(Cl)cc3)s2)n1	1.9	-1.8	17.0	-0.5	-2.3	31.7	1.9	-31.7	6.5	-0.1
Cc1ccc(C(=O)C2CCN(C(=S)NCC3CCCO3)CC2)cc1 (centres undefined)	3.5	-0.1	-1.1	-1.1	0.3	-25.1	-0.6	25.1	-1.8	/
